MBD2 DNA inh: inhibitors of human MBD2 binding to methylated oligonucleotide | Q9UBB5 | TR-FRET | inhibition, % at 4.4 µM | 370,000 compounds, 0.31% hits | AID 686964; in the data active = inhibition above about 13%
Target sequence (Q9UBB5 whole entry, looked up): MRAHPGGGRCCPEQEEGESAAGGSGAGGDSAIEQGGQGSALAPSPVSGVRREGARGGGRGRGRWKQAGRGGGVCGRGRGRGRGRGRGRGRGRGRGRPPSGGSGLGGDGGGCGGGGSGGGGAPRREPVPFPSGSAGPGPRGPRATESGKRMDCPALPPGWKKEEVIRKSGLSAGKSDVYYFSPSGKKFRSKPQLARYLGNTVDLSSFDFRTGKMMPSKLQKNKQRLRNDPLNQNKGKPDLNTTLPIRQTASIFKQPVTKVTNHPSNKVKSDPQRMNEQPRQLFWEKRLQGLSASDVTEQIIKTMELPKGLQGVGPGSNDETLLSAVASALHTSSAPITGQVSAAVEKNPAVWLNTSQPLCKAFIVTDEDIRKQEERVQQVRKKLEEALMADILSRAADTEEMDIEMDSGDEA
PRMT1 inh: inhibitors of human PRMT1 | inhibition, % at 2.79 µM | recombinant PRMT1, activity-based probe fluorescence polarization | AID 652257 | 370,000 compounds, 1.3% hits | Q99873;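 active = inhibition above about 21% made by adding two undisclosed values, limit read from the data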
mABHD4 FP: ABHD4 (mouse) inhibition, primary FP screen; Q8VD66; purified mABHD4, FP-Rh probe fluorescence polarization; inhibition, % at 8.92 µM; 370,000 compounds, 0.54% hits; AID 720543;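 active = inhibition exceeding the mean over every tested compound plus 3 SD, cut at about 30% in these data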;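 note: 0% = plate median of compound wells and 100% = S159A mutant with DMSO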
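Material: mouse ABHD4 enzyme, wild type; Benchmarks: S159A mutant high control, sample median low control; Buffer or medium: HEPES pH 7.0, NaCl, Pluronic buffer; Signal: fluorescence polarization; Read-out: percent inhibition of probe binding, normalized to plate controls; Timing: pre-incubation 45 min, probe exposure 60 min, at 25 °C; Dosing: 8.92 µM, single dose.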
PG9 binder: PG9 antibody binding by small molecule | AID 624416 | inhibition, % at 6.7 µM | 360,000 compounds, 0.43% hits | TR-FRET gp120-PG9 antibody binding; in the data active = inhibition above about 8.5%
rCAG RNA binder: r(CAG) repeat RNA binding; TO-PRO-1 dye displacement fluorescence; inhibition, % at 3 µM; 370,000 compounds, 1.3% hits; AID 651821;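 active = inhibition above the plate cutoff, the mean of all test compounds on that plate plus 3 SD, cut at about 35% in these data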;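 note: 0% = DMSO alone and 100% = 100 µM mitoxantrone as full dye displacement; higher means more dye released from RNA so lower well fluorescence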
UHRF1 MBD2 ctr: blocks human UHRF1 binding to methylated DNA. Q96T88. UHRF1 binding to methylated oligo, TR-FRET. inhibition, % at 4.4 µM. 370,000 compounds, 0.75% hits. AID 687016; in the data active = inhibition above about 21%;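 note: UHRF1 SRA domain binding a hemimethylated CpG hairpin DNA probe; 0% = median of test compound wells and 100% = reference inhibitor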
TCR CD3 inh: blocks the human TCR-CD3 interaction; TAMRA-labeled TCR probe fluorescence, biochemical; inhibition, % at 9.4 µM; 360,000 compounds, 0.37% hits; in the data active = inhibition above about 19%;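 note: recombinant mutant TCR 2C K166C tagged with TAMRA read by polarization; 0% = receptor in buffer alone and 100% = receptor with positive control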
LEDGF integ inh: blocks HIV-1 LEDGF/p75-dependent DNA integration; TR-FRET IN-LEDGF/p75 DNA integration, Eu/Cy5; inhibition, % at 3.7 µM; 370,000 compounds, 0.64% hits;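 active = inhibition above the screen-wide mean plus 3 SD, cut at about 13% in these data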;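 note: signal is the Cy5 over europium emission ratio at 671 and 618 nm; 0% = plate median of compound wells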
Rev-erbA mod: modulates human Rev-erb alpha binding to DNA; P20393; Rev-erbα–FITC-DNA binding, fluorescence polarization, 90 min; activity, % at 10 µM; 370,000 compounds, 0.79% hits; AID 1259318;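 active = activity above about 14%, limit read from the data; passing the limit was not always enough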;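 note: 0% = DMSO wells with 35 nM protein and 100% = DMSO wells with 750 nM protein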
HTRA1 inh: inhibitors of human serine peptidase HTRA1 | Q92743 | recombinant HTRA1, FP-rhodamine activity-based probe, fluorescence polarization | inhibition, % at 5.96 µM | 340,000 compounds, 0.5% hits | AID 504803; in the data active = inhibition above about 36%;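 note: 0% = enzyme with DMSO and 100% = wells lacking enzyme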
Target sequence (Q92743 whole entry, looked up): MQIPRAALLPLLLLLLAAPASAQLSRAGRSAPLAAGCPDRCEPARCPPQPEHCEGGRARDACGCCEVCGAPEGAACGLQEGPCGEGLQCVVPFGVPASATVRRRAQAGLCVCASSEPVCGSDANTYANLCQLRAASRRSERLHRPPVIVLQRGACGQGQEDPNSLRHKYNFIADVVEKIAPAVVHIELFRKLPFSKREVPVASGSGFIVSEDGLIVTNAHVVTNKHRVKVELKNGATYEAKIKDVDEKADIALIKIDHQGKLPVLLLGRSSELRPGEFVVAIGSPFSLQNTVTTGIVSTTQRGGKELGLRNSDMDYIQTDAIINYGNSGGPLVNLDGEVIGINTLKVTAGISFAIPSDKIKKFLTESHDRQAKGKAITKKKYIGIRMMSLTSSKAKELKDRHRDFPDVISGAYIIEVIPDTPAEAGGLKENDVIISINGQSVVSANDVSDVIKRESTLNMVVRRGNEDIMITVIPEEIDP
The depositor's hits bear a star. A portion of the library, so the mix of outcomes need not match the whole.

`CSc1ccccc1NC(=O)COc1ccc(Cl)cc1C` gave MBD2 DNA inh 3, PRMT1 inh -1, mABHD4 FP -10, PG9 binder -3.5, rCAG RNA binder -2, UHRF1 MBD2 ctr -1, TCR CD3 inh 4, LEDGF integ inh 0, Rev-erbA mod 1 and HTRA1 inh -22.
Screening Cc1cccc(C)c1-n1cccc1/C=C1\SC(=S)N(c2cccc(C(=O)O)c2)C1=O returned MBD2 DNA inh 0, PRMT1 inh 2, mABHD4 FP -20, PG9 binder -2.3, rCAG RNA binder 84*, UHRF1 MBD2 ctr 0, TCR CD3 inh 4, LEDGF integ inh 1, Rev-erbA mod -9 and HTRA1 inh -145.
`O=Nc1ccc(NOC(=O)c2ccccc2)cc1` gave MBD2 DNA inh -5, PRMT1 inh 3, mABHD4 FP 9, PG9 binder -3.2, rCAG RNA binder 1, UHRF1 MBD2 ctr -2, TCR CD3 inh 0, LEDGF integ inh 1, Rev-erbA mod 2 and HTRA1 inh 4.
`COc1cc(CN2CCCC(C(=O)c3ccccc3SC)C2)cc(OC)c1` (stereo not given) gave MBD2 DNA inh -6, PRMT1 inh -5, mABHD4 FP -6, PG9 binder -2.1, rCAG RNA binder -6, UHRF1 MBD2 ctr -3, TCR CD3 inh 4, LEDGF integ inh 1, Rev-erbA mod -3 and HTRA1 inh -2.
Screening COc1ccc(OC(=O)c2ccncc2)cc1 returned MBD2 DNA inh 0, PRMT1 inh 0, mABHD4 FP 9, PG9 binder 0.8, rCAG RNA binder -4, UHRF1 MBD2 ctr 2, TCR CD3 inh 2, LEDGF integ inh 0, Rev-erbA mod 1 and HTRA1 inh -2.
Cc1ccc(C(=O)N2CCCC(Nc3cccc(F)c3)C2)cc1N1CCNC1=O (stereo not given) was read as MBD2 DNA inh 0, PRMT1 inh 3, mABHD4 FP 8, PG9 binder -1.0, rCAG RNA binder -6, UHRF1 MBD2 ctr 1, TCR CD3 inh -8, LEDGF integ inh -2, Rev-erbA mod 4 and HTRA1 inh 5.
`CCN1CCN(CCCNC(=O)CN2C(=O)c3cccnc3Oc3ccc(Cl)cc32)CC1` gave MBD2 DNA inh 10, PRMT1 inh 2, mABHD4 FP 2, PG9 binder -1.3, rCAG RNA binder -1, UHRF1 MBD2 ctr 4, TCR CD3 inh -2, LEDGF integ inh 0, Rev-erbA mod -8 and HTRA1 inh 5.
Cc1cccc(N2CCN(S(=O)(=O)c3c(C)nc4scc(C)n4c3=O)CC2)c1C was read as MBD2 DNA inh -1, PRMT1 inh -9, mABHD4 FP -2, PG9 binder -2.5, rCAG RNA binder 3, UHRF1 MBD2 ctr 2, TCR CD3 inh -3, LEDGF integ inh 4, Rev-erbA mod -6 and HTRA1 inh 4.
NC(=O)c1ccccc1-c1nc(-c2ccccc2)no1 was read as MBD2 DNA inh 4, PRMT1 inh 2, mABHD4 FP -9, PG9 binder -0.5, rCAG RNA binder -2, UHRF1 MBD2 ctr 3, TCR CD3 inh 3, LEDGF integ inh 0, Rev-erbA mod -5 and HTRA1 inh 0.
Screening CCOc1ccc(OCC)c(NC(=O)CSc2nnc(C3CC3)n2CC)c1 returned MBD2 DNA inh -7, PRMT1 inh 3, mABHD4 FP -1, PG9 binder -1.7, rCAG RNA binder -7, UHRF1 MBD2 ctr 0, TCR CD3 inh 1, LEDGF integ inh 2, Rev-erbA mod -2 and HTRA1 inh 15.
For Cc1ccc(C)c(NC(=S)NC23CN4CN(CN(C4)C2)C3)c1 the results were MBD2 DNA inh 3, PRMT1 inh 0, mABHD4 FP 2, PG9 binder -1.9, rCAG RNA binder 7, UHRF1 MBD2 ctr 10, TCR CD3 inh -7, LEDGF integ inh -3, Rev-erbA mod -5 and HTRA1 inh 10.
Screening O=C(N[C@@H](Cc1ccccc1)C(=O)OCc1ccccc1)c1nc[nH]c1C(=O)N1CCc2ccccc2C1 returned MBD2 DNA inh -5, PRMT1 inh 0, mABHD4 FP -23, PG9 binder 0.6, rCAG RNA binder 4, UHRF1 MBD2 ctr 2, TCR CD3 inh 5, LEDGF integ inh 1, Rev-erbA mod 3 and HTRA1 inh -44.
For CO/N=C/c1ccc(N2CCN(C(=O)c3ccc(F)cc3)CC2)c([N+](=O)[O-])c1 the results were MBD2 DNA inh -2, PRMT1 inh -2, mABHD4 FP -8, PG9 binder -2.3, rCAG RNA binder 0, UHRF1 MBD2 ctr -1, TCR CD3 inh 1, LEDGF integ inh 4, Rev-erbA mod 0 and HTRA1 inh 0.
`CC1(C)CC(NC(=O)c2ccc(Cl)c(Cl)c2)CC(C)(C)N1` gave MBD2 DNA inh 1, PRMT1 inh 3, mABHD4 FP 2, PG9 binder 1.9, rCAG RNA binder 1, UHRF1 MBD2 ctr 0, TCR CD3 inh -6, LEDGF integ inh -3, Rev-erbA mod 0 and HTRA1 inh 5.
Screening O=C1N=C(N2CCOCC2)S/C1=C\c1cccs1 returned MBD2 DNA inh -3, PRMT1 inh 0, mABHD4 FP -3, PG9 binder -3.6, rCAG RNA binder 1, UHRF1 MBD2 ctr -8, TCR CD3 inh -1, LEDGF integ inh 0, Rev-erbA mod -6 and HTRA1 inh -5.
Screening CSc1nnnn1-c1ccc(Cl)cc1 returned MBD2 DNA inh 6, PRMT1 inh 2, mABHD4 FP -3, PG9 binder -0.9, rCAG RNA binder -2, UHRF1 MBD2 ctr 0, TCR CD3 inh -3, LEDGF integ inh -3, Rev-erbA mod -6 and HTRA1 inh 3.
For CCCCCCCN1C2=NCCCN2c2ccccc21 the results were MBD2 DNA inh 1, PRMT1 inh -1, mABHD4 FP 8, PG9 binder -3.2, rCAG RNA binder 5, UHRF1 MBD2 ctr -2, TCR CD3 inh -1, LEDGF integ inh 0, Rev-erbA mod -3 and HTRA1 inh 2.
Screening CCn1c(=O)n(CC(=O)N2CCN(C(C)=O)CC2)c(=O)c2ccccc21 returned MBD2 DNA inh -7, PRMT1 inh -4, mABHD4 FP 5, rCAG RNA binder 0, UHRF1 MBD2 ctr -4, LEDGF integ inh -1 and Rev-erbA mod -1.
`COc1ccc(C2c3ccsc3CCN2C(C)=O)cc1` (stereo not given) gave MBD2 DNA inh -2, PRMT1 inh -2, mABHD4 FP -1, PG9 binder 1.1, rCAG RNA binder -4, UHRF1 MBD2 ctr 0, TCR CD3 inh 1, LEDGF integ inh 0, Rev-erbA mod 2 and HTRA1 inh 10.
`O=C(NN=C1CCCC1)c1ccc(O)cc1O` gave MBD2 DNA inh -1, PRMT1 inh 0, mABHD4 FP 4, PG9 binder -1.8, rCAG RNA binder 2, UHRF1 MBD2 ctr -2, TCR CD3 inh 7, LEDGF integ inh -1, Rev-erbA mod -4 and HTRA1 inh 1.

The closing 3 compounds of the part above are carried over, then new ones follow.
Screening CCn1c(=O)n(CC(=O)N2CCN(C(C)=O)CC2)c(=O)c2ccccc21 returned MBD2 DNA inh -7, PRMT1 inh -4, mABHD4 FP 5, rCAG RNA binder 0, UHRF1 MBD2 ctr -4, LEDGF integ inh -1 and Rev-erbA mod -1.
`COc1ccc(C2c3ccsc3CCN2C(C)=O)cc1` (stereo not given) gave MBD2 DNA inh -2, PRMT1 inh -2, mABHD4 FP -1, PG9 binder 1.1, rCAG RNA binder -4, UHRF1 MBD2 ctr 0, TCR CD3 inh 1, LEDGF integ inh 0, Rev-erbA mod 2 and HTRA1 inh 10.
`O=C(NN=C1CCCC1)c1ccc(O)cc1O` gave MBD2 DNA inh -1, PRMT1 inh 0, mABHD4 FP 4, PG9 binder -1.8, rCAG RNA binder 2, UHRF1 MBD2 ctr -2, TCR CD3 inh 7, LEDGF integ inh -1, Rev-erbA mod -4 and HTRA1 inh 1.
Screening CCOCCCn1c(=S)[nH]c2cc(C(=O)NC3CCCC(C)C3C)ccc2c1=O (stereo not given) returned MBD2 DNA inh -2, PRMT1 inh -8, mABHD4 FP -5, PG9 binder -1.3, rCAG RNA binder 0, UHRF1 MBD2 ctr -2, TCR CD3 inh 6, LEDGF integ inh 0, Rev-erbA mod 10 and HTRA1 inh 0.
O=C(CNC(=O)c1cc(Cl)cc([N+](=O)[O-])c1)NC1CC1 was read as MBD2 DNA inh -3, PRMT1 inh -5, mABHD4 FP 8, PG9 binder -0.1, rCAG RNA binder 3, UHRF1 MBD2 ctr 11, TCR CD3 inh 5, LEDGF integ inh 7, Rev-erbA mod 2 and HTRA1 inh -2.
`CCOc1ccccc1C(=O)NCC(=O)NCC(C)(C)N1CCOCC1` gave MBD2 DNA inh 12, PRMT1 inh -2, mABHD4 FP -4, PG9 binder 0.5, rCAG RNA binder 1, UHRF1 MBD2 ctr 20, TCR CD3 inh 3, LEDGF integ inh 5, Rev-erbA mod 7 and HTRA1 inh -7.
Screening COC(=O)[C@]12C[C@H](CC(=O)N3CCOCC3)C(=O)N(Cc3ccc(Cl)cc3Cl)C1=C[C@H](C(C)(C)C)O[C@@H]2C returned MBD2 DNA inh -7, PRMT1 inh 1, mABHD4 FP -8, rCAG RNA binder 3, UHRF1 MBD2 ctr -2, LEDGF integ inh -2 and Rev-erbA mod 6.
Nc1nc(Cl)nc2c1ncn2C1CC(O)C(CO)O1 (stereo not given) was read as MBD2 DNA inh -6, PRMT1 inh -3, mABHD4 FP 2, PG9 binder -0.7, rCAG RNA binder 1, UHRF1 MBD2 ctr -2, TCR CD3 inh 9, LEDGF integ inh 0, Rev-erbA mod -4 and HTRA1 inh 3.
O=C(COC(=O)c1cccc([N+](=O)[O-])c1)NNC(=O)c1cccs1 was read as MBD2 DNA inh 0, PRMT1 inh -1, mABHD4 FP 4, PG9 binder 0.1, rCAG RNA binder -1, UHRF1 MBD2 ctr 1, TCR CD3 inh -5, LEDGF integ inh 4, Rev-erbA mod -3 and HTRA1 inh 13.
For CC12CC3CC(C)(C1)CC(C(=O)NCc1ccncc1)(C3)C2 the results were MBD2 DNA inh -1, PRMT1 inh -1, mABHD4 FP 4, PG9 binder -2.5, rCAG RNA binder -5, UHRF1 MBD2 ctr -1, TCR CD3 inh 3, LEDGF integ inh -4, Rev-erbA mod -2 and HTRA1 inh -1.
Screening CC(C)OC(=O)/C(C#N)=C/c1c[nH]c2ccccc12 returned MBD2 DNA inh 1, PRMT1 inh 2, mABHD4 FP -5, PG9 binder -0.7, rCAG RNA binder 1, UHRF1 MBD2 ctr -3, TCR CD3 inh 5, LEDGF integ inh 3, Rev-erbA mod -1 and HTRA1 inh -11.
For Cc1cc(C)n2nc(S(=O)(=O)NCCc3ccccc3)nc2n1 the results were MBD2 DNA inh 3, PRMT1 inh -3, mABHD4 FP 4, PG9 binder 1.4, rCAG RNA binder 1, UHRF1 MBD2 ctr 3, TCR CD3 inh 0, LEDGF integ inh 1, Rev-erbA mod 0 and HTRA1 inh -1.
For Cn1c2ccc(F)cc2c2nnc(NN)nc21 the results were MBD2 DNA inh -12, PRMT1 inh -2, mABHD4 FP 3, PG9 binder -5.8, rCAG RNA binder 10, UHRF1 MBD2 ctr -5, TCR CD3 inh 7, LEDGF integ inh 6 and Rev-erbA mod 5.
Cc1nccn1CC(O)Cn1c2ccccc2c2ccccc21 (stereo not given) was read as MBD2 DNA inh -2, PRMT1 inh -3, mABHD4 FP 4, PG9 binder 0.6, rCAG RNA binder -4, UHRF1 MBD2 ctr -1, TCR CD3 inh 1, LEDGF integ inh 1, Rev-erbA mod 2 and HTRA1 inh -1.
